TDP1 cell noCPT: qHTS for Inhibitors of human tyrosyl-DNA phosphodiesterase 1 (TDP1): qHTS in cells in absence of CPT | DT40 Tdp1-/- hTDP1 cells, no CPT, ATP luminescence, 48 h | Potency, µM (highest dose often 46.2 µM), for inactives: at the top dose activity change, negative = growth inhibition, usual class: inhibitors | 420,000 compounds, 15% hits; note: nearly all actives have a fitted effect of over 55% in size
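Stably hTDP1-transfected Tdp1-null chicken DT40 cells were treated with library compounds minus camptothecin and grown for at least 48 hr at 37 °C, after which cellular ATP was quantified by luminescence.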
TDP1 inh: blocks human tyrosyl-DNA phosphodiesterase 1 | Q9NUW8 | recombinant TDP1, AlphaScreen DNA substrate cleavage | Potency, µM (series often up to 130 µM), for inactives: top-dose activity change, negative = inhibition, usual class: inhibitors | 350,000 compounds, 0.28% hits | AID 485290; note: nearly all actives have a fitted effect of over 40% in size
Target sequence (Q9NUW8 whole entry, looked up): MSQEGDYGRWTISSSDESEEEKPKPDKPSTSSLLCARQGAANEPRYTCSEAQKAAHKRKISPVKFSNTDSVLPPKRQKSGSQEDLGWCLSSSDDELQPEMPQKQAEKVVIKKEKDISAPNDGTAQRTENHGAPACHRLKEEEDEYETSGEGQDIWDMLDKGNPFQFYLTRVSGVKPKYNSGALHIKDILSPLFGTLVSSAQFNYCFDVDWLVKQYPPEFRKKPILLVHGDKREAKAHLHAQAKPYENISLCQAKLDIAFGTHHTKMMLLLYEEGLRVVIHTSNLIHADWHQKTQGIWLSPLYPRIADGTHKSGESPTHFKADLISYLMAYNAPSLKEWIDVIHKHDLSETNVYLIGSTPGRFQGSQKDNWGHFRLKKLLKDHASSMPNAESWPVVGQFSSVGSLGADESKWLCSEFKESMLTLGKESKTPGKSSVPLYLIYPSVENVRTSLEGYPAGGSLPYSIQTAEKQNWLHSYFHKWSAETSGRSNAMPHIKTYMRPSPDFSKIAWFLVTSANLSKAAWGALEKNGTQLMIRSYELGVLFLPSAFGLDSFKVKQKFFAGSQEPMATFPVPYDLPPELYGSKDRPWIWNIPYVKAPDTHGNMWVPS
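Here, a 5' biotin and 3' phosphotyrosine-FITC DNA oligonucleotide reports Tdp1 activity: intact substrate bridges AlphaScreen beads, while cleavage leaves a 3' phosphate and drops signal. All incubations at room temperature.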
N370S GC mod: inhibits or activates N370S mutant glucocerebrosidase | P04062 | N370S GC spleen homogenate, 4MU-glucoside fluorescence | Potency, µM (titrated, usually from 59.4 µM), inactives show at the top dose activity change, negative = inhibition, most hits filed as inhibitors | 330,000 compounds, 0.092% hits;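 note: 0% = full enzyme activity and -100% = no enzyme basal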
Starred values were filed as active, the others as inactive; ? = inconclusive; nt = not tested or not shown; & = joins results of further samples; [ ] = remark or other dose. Calls come from the whole dose curve; as a rule, active = well fitted curve in the direction sought with a large enough effect; inconclusive = small, poorly fitted or top-dose-only effect, or another doubt; inactive = no such curve, though single readings can be large; an effect the other way counts as inactive or inconclusive. Unless noted, % is set by controls: 0 for no effect and ±100 for the full control effect; potency is the fitted concentration of half-maximal effect. The list is partial, so the mix of outcomes need not match the whole.

SMILES | TDP1 cell noCPT | TDP1 inh | N370S GC mod
CCc1cccc(NC(=O)NC2CCCCC2)c1 | -33% | 3% | 9%
Cc1ccc(C(=O)C[n+]2ccccc2C)cc1[N+](=O)[O-] | -6% | 2% | -4%
Cc1ccc(C(=O)COC(=O)CCCC(=O)Nc2cc(C(F)(F)F)ccc2Cl)cc1C | ? | 5% | 6%
COc1ccc(C(=O)OCC(=O)Nc2ccc(Cl)c(C(F)(F)F)c2)c(OC)c1OC | 21µM* | -3% | 15%
CC(=O)NNS(=O)(=O)c1ccccc1[N+](=O)[O-] | -6% | -1% | -10%
Cc1ccc(S(=O)(=O)c2ncccc2[N+](=O)[O-])cc1 | 0.65µM* | nt | -6%
CSCCC(NC(=O)c1cccc(C)c1)C(=O)OCC(=O)Nc1c(C)nn(-c2ccccc2)c1C (stereo not given) | -22% | nt | ?
O=C(Nc1ccccc1C(=O)Nc1ccc2c(c1)OCO2)c1ccco1 | -1% | 2% | 20%
CCO/C(C)=C1\N=C(c2ccc(Cl)cc2)OC1=O | -21% | 1% | 7%
COc1ccc(CN(C)C2CCCCC2)cc1 | -30% | 3% | -3%
Cn1cc(C(=O)N/N=C/c2cccc(O)c2)ccc1=O | -8% | -2% | -3%
CCOC(=O)c1ccccc1NC(=O)N1CCC(CN2CCOCC2)CC1 | -26% | 7% | nt
COc1ccc(NC(=O)C/C(C)=N/NC(=O)C(=O)NC2CCCCC2)c(OC)c1 | 0% | 5% | 0%
CC(=O)c1cccc(N2Cc3ccccc3C2=NC(=O)CCl)c1 | ? | -3% | 10%
CCOC(=O)N1CCC(NC(=O)c2ccc(OC)c(CN3CC(=O)N4CCCC4C3=O)c2)CC1 (stereo not given) | -11% | 2% | 10%
CCc1ccc(NC(=O)Cn2nnc(C(=O)NCCc3ccccc3)c2N)cc1 | -3% | -2% | nt
CCn1nc(C(=O)NNC(=O)COc2ccc(OC)cc2)c2ccccc2c1=O | -3% | 5% | -10%
O=C(CSc1nccc(=O)[nH]1)Nc1ccc(Oc2ccccc2)cc1 | -10% | nt | 0%
Cc1ccc(-c2nnc(NC(=O)Cc3ccc(F)cc3)o2)c(C)c1 | 12µM* | 4% | -1%
CC(C)(C)N1C(=O)[C@H]2[C@@H](c3ccc(Br)cc3)N3C(=O)N(c4cccc(Cl)c4)C(=O)[C@@]3(C)[C@H]2C1=O | -29% | 1% | -12%

Given as labelled records: entries from further up
CC(=O)NNS(=O)(=O)c1ccccc1[N+](=O)[O-]
  TDP1 cell noCPT = -6% | TDP1 inh = -1% | N370S GC mod = -10%
Cn1cc(C(=O)N/N=C/c2cccc(O)c2)ccc1=O
  TDP1 cell noCPT = -8% | TDP1 inh = -2% | N370S GC mod = -3%
COc1ccc(CN(C)C2CCCCC2)cc1
  TDP1 cell noCPT = -30% | TDP1 inh = 3% | N370S GC mod = -3%
CC(=O)c1cccc(N2Cc3ccccc3C2=NC(=O)CCl)c1
  TDP1 cell noCPT = ? | TDP1 inh = -3% | N370S GC mod = 10%

Continued:
SMILES | TDP1 cell noCPT | TDP1 inh | N370S GC mod
CCn1cc(CCC(=O)NCCc2ccccc2)c2ccccc21 | ? | nt | -2%
Cc1ccc2cc(CCNS(=O)(=O)c3ccc(F)cc3)c(=O)[nH]c2c1 | 18µM* | 5% | -4%
CCCc1nnc(NC(=O)CCC(=O)NC2CCCCC2)s1 | 7% | 1% | 1%
Cc1ccc2c(cnn2C(=O)CCC(=O)N2CCCCC2C)c1 (stereo not given) | 3% | nt | -7%
CCC(C)NC(=O)CN1C(=O)CSc2ccc(S(=O)(=O)N3CCCC3)cc21 (stereo not given) | 21% | 0% | -1%
Cc1ccc(S(=O)(=O)Nc2cccc(C(=O)NCC(c3ccco3)N3CCCC3)c2)cc1F (stereo not given) | ? | nt | -7%
CC(=O)Nc1ccc(C(=O)OCC(=O)c2cccc([N+](=O)[O-])c2)cc1 | 11% | -3% | -7%
O=C(NC1CCN(C(=S)Nc2ccccc2Cl)CC1)C1CCCCC1 | -18% | nt | 0%
Cn1c(SCC(=O)Nc2ccc(N3CCOCC3)cc2)nnc1-c1ccccc1 | -7% | 2% | 0%
CCC1=C(OC(=O)N(CC)CC)N2C(=O)OC(=NCCc3c[nH]c4ccccc34)[C@]2(C)[C@H]2C1=CC[C@H]1C(=O)N(C)C(=O)[C@H]12 | -21% | 14%&6% | ?
C[C@@H]1O[C@@H](O[C@H]2[C@H](O[C@H]3C[C@]4(C)C(C[C@@H](O)C5C([C@]6(C)CC[C@@H](C(C)(C)O)O6)CC[C@]54C)[C@@]4(C)CC[C@H](O)C(C)(C)C34)O[C@H](CO)[C@@H](O)[C@@H]2O)[C@H](O)[C@H](O)[C@H]1O (stereo not given in full) | 0% | -2% | nt
Cc1nnnn1/C(=C\c1ccccc1)C(=O)OCC(=O)Nc1cccc(S(=O)(=O)N(C)C)c1 | 7.3µM* | 2% | nt
C/C=C\c1ccc(OC)cc1 | nt | 3% | -1%
Oc1ccc(N=Cc2c(O)ccc3ccccc23)cc1 | ? | 1% | 13µM*
CCSc1nc(C)nc2sc(C)c(C)c12 | 16% | 2% | 7%
CCCCNC(=O)CCC(=O)Nc1ccc2nc(N3CCCCC3)cc(C)c2c1 | ? | 3% | ?
COc1cccc(CN2C(=NC(=O)C3CC3)SC3CS(=O)(=O)CC32)c1 (stereo not given) | 15% | -1% | 5%
CCOC(=O)C(=O)Nc1ccc(S(=O)(=O)N2CCOCC2)cc1OC | -8% | 0% | -1%
COc1cccc(NC(=O)c2cnc(SCC(=O)N3CCCc4ccccc43)n(C)c2=O)c1 | -8% | 0% | nt
CCc1ccc(NC(=O)CSc2nnc(Cc3cccn3C)n2-c2ccc(OC)cc2)cc1 | -18% | 11% | 9%
Cc1oc(-c2cccc(C(F)(F)F)c2)nc1CN1CCN(c2ccccn2)CC1 | ? | 9% | -2%
CCOC(=O)c1cc(CC)sc1NC(=O)c1cc(OCC)c(OCC)c(OCC)c1 | ? | -4% | 8%
O=C(CS(=O)(=O)c1ccc(F)cc1)Nc1nnc(-c2cccs2)o1 | 1% | nt | -7%
CCOc1ccc(N2CC(c3nc(-c4cc(OC)c(OC)c(OC)c4)no3)CC2=O)cc1 (stereo not given) | 26µM* | 7% | nt
CSc1nc(N(C)C)nc(N(C#N)CCOC(C)=O)n1 | ? | 5% | 4%
O=C(Cn1c2ncccc2c(=O)n1-c1ccccc1)Nc1ccc(Cl)cc1C(F)(F)F | ? | 0% | nt
CCOc1ccc(S(=O)(=O)n2nc(C)cc2C)cc1 | -3% | 1% | -16%
CCN(C(=O)CCS(=O)(=O)c1cc2[nH]c(=O)c(=O)[nH]c2cc1C)c1ccccc1 | -13% | 0% | nt
CCOCc1nnc(NC(=O)COC)s1 | -9% | 4% | -19%
CCN(CC)c1nc(N2CCN(C)CC2)nc2ccccc12 | -3% | nt | 2%
C(=C\c1ccncc1)/c1ccccc1 | 10%&-15%&-21% | -4% | ?
CCCc1nc([N+](=O)[O-])c(S(=O)(=O)c2ccccc2)n1CC(C)C | 3.3µM* | 5% | -5%
CC1CN(c2cc(-c3ccccc3)c3ccccc3n2)CC(C)O1 (stereo not given) | ? | nt | 8%
COc1ccc(OCCOCC(O)CN2CCOCC2)cc1 (stereo not given) | 1% | 5% | -7%
C[C@]12c3[nH]c4cc(-c5ccco5)ccc4c3CCN1C(=O)[C@@H](CC(=O)NCC13CC4CC(CC(C4)C1)C3)C[C@@H]2C(=O)N1CCCCC1 | 6.5µM* | 4%[56.1 µM] | nt
COc1ccccc1NS(=O)(=O)/C=C/c1ccccc1 | -19% | -4% | 4%
COC(=O)CCSc1cc([N+](=O)[O-])cc2c1c(C1OCCO1)nn2-c1ccccc1 | -16% | -1% | 11%
CCN(CC)c1ccc(/C=N\NC(N)=O)cc1 | -21% | 2% | 1%
CC(C)(Oc1ccc(Cl)cc1)C(=O)NCc1n[nH]c(=O)c2ccccc12 | ? | -2% | -19%
CCOc1cc(C2CC(=O)Nc3cc4c(cc32)OCCO4)ccc1O (stereo not given) | ? | 2% | nt
O=C(O)CCN1C(=O)/C(=C/c2ccc(-c3nc4ccccc4s3)o2)SC1=S | ? | 5% | 3%
COc1ccc(C(C)C)cc1S(=O)(=O)NCCc1c(C)[nH]c2ccc(C)cc12 | ? | 14% | nt
CCN1C(=O)/C(=C2/C=Cc3ccccc3N2C)OC1=S | -21% | -1% | nt
Cc1cccc(NC(=O)c2ccc(NCC3CCCO3)c([N+](=O)[O-])c2)c1 (stereo not given) | -8% | 0% | 5%
O=S(=O)(c1ccc(Cl)cc1)c1nc(-c2ccccc2)oc1N1CCN(c2ccccc2)CC1 | ? | -1% | nt
COC(=O)CC1c2ccccc2C(Cc2ccc3c(c2)OCO3)=C(C)N1C(=O)OC (stereo not given) | nt | 2% | 4%
Cc1ccc(CNc2ncnc3nc[nH]c23)cc1 | ? | 0% | nt
Brc1ccc(Nc2nc(-c3cccnc3)cs2)cc1 | -17% | 7% | -12%
O=C(COc1ccccc1Cl)Nc1ccc(CN2CCCCC2)cc1 | ? | 3% | -2%
CC(C)CCNC(=O)c1c[nH]c2ccc(S(=O)(=O)N3CCOCC3)cc2c1=O | ? | 0% | -2%
COn1c(C)c(C)c2c3nonc3ccc21 | -7% | 0% | 2%
Nc1c(C(=O)NCc2ccccc2)c2nc3ccccc3nc2n1CCCN1CCOCC1 | -80% | -8% | -23%
COc1ccc(CNC(=O)c2sc(=S)n(-c3ccc(OC)cc3)c2N)cc1 | ? | 9% | -1%
NC(=O)c1ccc(N2CCN(S(=O)(=O)c3ccccc3)CC2)c([N+](=O)[O-])c1 | 7.3µM* | 0% | -8%
CC(=O)NC1=C(Nc2ccc(N(C)C)cc2)C(=O)c2ccccc2C1=O | ? | 9% | 0%
CCOCCCNC(=O)c1ccc(CS(=O)(=O)Cc2ccc(C)cc2)o1 | ? | 0% | 6%
O=C(COc1ccc(-c2nnco2)cc1)NC1CCCc2ccccc21 (stereo not given) | ? | 8% | -9%
Nc1nc(NCC2CCCO2)nc(Nc2ccc(Cl)cc2)c1[N+](=O)[O-] (stereo not given) | -23% | -3% | -2%
CC(C)(C)C(=O)Oc1cc(N)n(S(=O)(=O)c2ccc(F)cc2)n1 | 0% | 0% | 7%
O=C(Nc1ccc([N+](=O)[O-])cc1)c1cn(-c2ccccc2)nc1-c1cc2ccccc2o1 | 10µM* | -1% | -14%

Further results.
SMILES | TDP1 cell noCPT | TDP1 inh | N370S GC mod
CCOc1ccc(NC(=O)C2CCN(S(=O)(=O)c3cccs3)CC2)cc1 | ? | 9% | -25%
O=C(NCc1cccs1)C1CCN(C(=O)NCc2ccccc2)CC1 | -30% | 2% | 5%
CC1CC(C)(C)NC(=S)N1CCCC(=O)Nc1ccc2c(c1)OCCO2 (stereo not given) | -17% | 0% | 1%
CCc1nnc(NC(=O)c2ccc(OC)cc2OC)s1 | -2% | 9% | -19%
NC(=O)c1ccccc1N1CCCCC1 | ? | 5% | -3%
CCCCCCCC#Cc1ccccc1/C=N/S(=O)c1ccc(C)cc1 (stereo not given) | 18µM* | 17%[21 µM] | -15%[12.8 µM]
O=C1CCCCC2CCCCN12 (stereo not given) | nt | 5%[234 µM] | 7%[136 µM]
Cc1cc(C)nc(SCCS(=O)(=O)Cc2ccccc2)n1 | -4% | 4% | 3%

In the list so far, 8 contain two or more sulfur atoms:
SMILES | TDP1 cell noCPT | TDP1 inh | N370S GC mod
CCC(C)NC(=O)CN1C(=O)CSc2ccc(S(=O)(=O)N3CCCC3)cc21 (stereo not given) | 21% | 0% | -1%
CCSc1nc(C)nc2sc(C)c(C)c12 | 16% | 2% | 7%
COc1cccc(CN2C(=NC(=O)C3CC3)SC3CS(=O)(=O)CC32)c1 (stereo not given) | 15% | -1% | 5%
O=C(CS(=O)(=O)c1ccc(F)cc1)Nc1nnc(-c2cccs2)o1 | 1% | nt | -7%
O=C(O)CCN1C(=O)/C(=C/c2ccc(-c3nc4ccccc4s3)o2)SC1=S | ? | 5% | 3%
COc1ccc(CNC(=O)c2sc(=S)n(-c3ccc(OC)cc3)c2N)cc1 | ? | 9% | -1%
CCOc1ccc(NC(=O)C2CCN(S(=O)(=O)c3cccs3)CC2)cc1 | ? | 9% | -25%
Cc1cc(C)nc(SCCS(=O)(=O)Cc2ccccc2)n1 | -4% | 4% | 3%
